H9c2 protect – modulators protecting cardiomyocytes from myocardial damage | H9c2 cardiomyocytes, H2O2 injury protection, ATPLite, 2 h | protection from H2O2 cell death, % at 20 µM | 0.63% of 360,000 active | AID 588492;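 active = compounds giving at least 50% protection of heart cells from peroxide-induced death in the single-dose screen, raw or plate-pattern-corrected value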;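 note: 0% = DMSO wells with peroxide and 100% = DMSO wells without peroxide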
PDI turbidity – blocks human protein disulfide isomerase activity; PDI insulin aggregation turbidity, A650, 90 min; inhibition, % at 10 µM; 0.052% of 350,000 active;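 active = mean inhibition across replicates of 30% or more, whatever share of single replicates reach that level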;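 note: absorbance from insulin aggregation driven by PDI reduction with DTT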
Glyco luc inh – blocks N-linked glycosylation in D54 reporter cells; D54 ERlucT glycosylation luciferase reporter, 24 h; percent of 100 nM tunicamycin response; 0.23% of 360,000 active; reporter increase, % at 12.5 µM;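 active = mean luciferase reporter signal, scaled so untreated is 0 and the glycosylation-blocking control 100, at or above a set limit in every replicate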;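 note: luciferase carries N-glycosylation sites so blocking glycosylation raises the light; 0% = median of neutral control wells and 100% = median of 100 nM tunicamycin wells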
MC4R ag barr – agonists of human melanocortin 4 receptor (MC4R) beta-arrestin | P32245 | U2OS MC4R beta-arrestin complementation, luminescence; percent of melanotan II response, DMSO zero | activation, % at 8.9 µM | 0.98% of 360,000 active;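 active = activation above a per-plate cutoff, the mean activation of sample wells on that plate plus 3 SD, cut at about 8% in these data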
Target sequence (P32245 whole entry, looked up): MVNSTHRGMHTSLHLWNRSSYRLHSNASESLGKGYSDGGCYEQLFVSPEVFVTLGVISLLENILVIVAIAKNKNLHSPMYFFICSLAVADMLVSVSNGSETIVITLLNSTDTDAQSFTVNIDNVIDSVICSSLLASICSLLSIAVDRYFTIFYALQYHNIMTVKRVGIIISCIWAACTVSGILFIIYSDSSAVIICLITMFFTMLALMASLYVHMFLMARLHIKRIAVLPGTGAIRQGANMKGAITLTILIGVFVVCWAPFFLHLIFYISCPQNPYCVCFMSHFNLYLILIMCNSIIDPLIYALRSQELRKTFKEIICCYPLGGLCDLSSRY
ABCB6 inh 2 – inhibitors of human ABC transporter ABCB6; Q9NP58; K562-ABCB6 porphyrin accumulation, flow cytometry, 1 h; hits give low values; fluorescence ratio to DMSO, % at 10 µM; 0.19% of 360,000 active; AID 602162;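 active = fluorescence ratio to DMSO below 75%, the collection mean minus 3 SD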;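 note: signal is porphyrin accumulated inside mitochondria; 100% equals median channel fluorescence of DMSO control wells; lower ratio means ABCB6 inhibition with less porphyrin fluorescence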
aDG glyco act – alpha-DG glycosylation activation; Pro5-aDG cells, alpha-DG glycosylation AlphaScreen (IIH6); 0% Pro5, 100% B10-LARGE cell signal; activation, % at 10 µM; 0.22% of 360,000 active; AID 624168;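 active = activation of at least 8% versus controls, or a plate z-score of at least 8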;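 note: Pro5 are CHO cells carrying HIG-tagged alpha-DG that lacks glycosylation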
MC4R antag cAMP – human MC4R antagonism in cAMP assay; P32245; 0.48% of 360,000 active; MC4R-expressing cells, MTII-stimulated cAMP, LANCE TR-FRET; AID 540295; inhibition, % at 6.5 µM;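 active = inhibition above its plate's cutoff, the mean of tested wells on that plate plus 3 SD, cut at about 29% in these data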;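 note: 0% = Melanotan II alone and 100% = Melanotan II plus saturating MCL0020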
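System – human MC4R-expressing U2OS cells · Also added – Melanotan II · Dosing – one concentration, 6.5 µM nominal · Timing – 30-min compound, 1-h challenge, 1-h detection, room temperature · Measured by – Eu-cAMP/anti-cAMP TR-FRET, emission 671 nm · Replicates – singlicate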
Vif inh – HIV Vif inhibition | AID 602346 | inhibition, % at 7.49 µM | HEK293T cells, Vif self-association by quenched fluorescence, imaging, 24 h | 0.35% of 340,000 active; in the data active = inhibition above about 50%, passing the limit was not always enough; note: some results filed as inactive read as strong as hits
HTR2A ag – agonists of mouse serotonin 5-HT2A receptor (HTR2A); P35363; CHO-K1 mHTR2A beta-arrestin complementation, luminescence; percent of 30 µM serotonin response; activation, % at 7.6 µM; 0.66% of 360,000 active;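 active = activation above a run cutoff, the mean activation of all tested compounds plus 3 SD, cut at about 14% in these data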;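 note: 0% = plate median of compound wells and 100% = 30 µM serotonin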
Target sequence (P35363 whole entry, looked up): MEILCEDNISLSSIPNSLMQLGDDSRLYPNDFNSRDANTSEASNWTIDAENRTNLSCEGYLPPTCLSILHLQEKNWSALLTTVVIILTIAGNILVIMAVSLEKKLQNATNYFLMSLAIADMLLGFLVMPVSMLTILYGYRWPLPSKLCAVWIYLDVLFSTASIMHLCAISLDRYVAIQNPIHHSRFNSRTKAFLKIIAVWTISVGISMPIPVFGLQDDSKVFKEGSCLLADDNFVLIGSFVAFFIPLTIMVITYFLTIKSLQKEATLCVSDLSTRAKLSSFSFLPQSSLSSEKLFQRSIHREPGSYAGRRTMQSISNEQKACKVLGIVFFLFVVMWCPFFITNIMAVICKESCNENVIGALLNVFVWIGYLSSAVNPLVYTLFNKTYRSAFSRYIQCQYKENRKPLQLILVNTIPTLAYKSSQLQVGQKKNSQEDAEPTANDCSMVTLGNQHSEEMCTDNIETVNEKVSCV
CaV13 ICDI inh – Disruptors of the CACNA1D IQ motif to Ca2+-dependent inactivation inhibitor domain association, primary screening, Förster resonance energy transfer in intact living … | inhibition, % at 12.3 µM | 0.098% of 340,000 active | HEK cells, CFP/YFP FRET ICDI-IQ, plate reader, 10 min; percent FRET-ratio fall versus neutral wells;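 active = mean replicate inhibition of at least 30% and at least 1% of replicates passing that level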;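 note: 0% = median of the neutral control wells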
* = called active by the depositor; · = not tested or not shown.

SMILES	H9c2 protect	PDI turbidity	Glyco luc inh	MC4R ag barr	ABCB6 inh 2	aDG glyco act	MC4R antag cAMP	Vif inh	HTR2A ag	CaV13 ICDI inh
COc1ccc(OCC(O)CNCCNc2nccc(C(F)(F)F)n2)cc1 (configuration not stated)	0.3	-2.1	2.7	-1.2	95.0	0.1	-1.1	-2.1	1.6	1.6
Nc1[nH]c(C(=O)c2ccccc2)c(-c2ccc(Cl)c(F)c2)c1C(=O)NCCc1c[nH]c2ccccc12	·	·	·	·	122.0	0.1	·	·	1.2	-10.3
C=C(C)C1CC=C(C)/C(=N/NC(=O)c2ccc(NC(=O)CC)cc2)C1 (configuration not stated)	-1.5	-1.2	2.3	-2.1	99.0	0.0	-1.6	-1.9	-3.0	-7.0
Cc1cccn2cc(-c3cccc(S(=O)(=O)N4CC(C)OC(C)C4)c3)nc12 (configuration not stated)	2.9	6.2	1.0	2.8	91.0	0.0	8.6	-6.1	-5.6	-7.5
CCOC(=O)C1=C(C)OC(N)=C(C#N)C1c1cccc(C)c1 (configuration not stated)	-11.3	4.3	2.8	-1.9	105.0	-0.2	2.8	8.4	-4.3	-17.3
CCOC(=O)CSC1=C(C#N)C(c2ccc(C)s2)CC(=O)N1 (configuration not stated)	-3.3	-3.4	21.2	-1.8	101.0	0.0	-10.6	3.4	-2.4	-6.8
N#CCCN1CCN(S(=O)(=O)c2ccc3c(c2)CCC3)CC1	3.3	0.3	3.2	-2.9	101.0	-0.1	4.4	-2.0	-2.1	-3.2
Cc1nc2sc(C(=O)c3ccccc3)c(N)c2c(C)c1C	-0.8	-2.1	-4.8	0.4	96.0	0.0	17.0	-4.9	-0.7	-5.9
S=C(NCc1ccccc1)C(=S)NCc1ccccc1	-15.9	11.8	-1.0	-1.9	96.0	-0.4	9.4	4.7	-6.2	-7.0
Cc1ccccc1C(=O)NC1CC2CCCC(C1)N2Cc1ccc(Cl)cc1 (configuration not stated)	2.8	-3.1	-6.0	-1.9	116.0	0.0	1.1	0.2	-3.8	-4.9
O=C(CCN1C(=O)/C(=C\c2ccccc2)SC1=S)NNC(=O)c1ccncc1	-5.3	-5.4	-2.0	-1.1	93.0	-0.3	-6.8	-4.0	-2.0	-5.2
CC1CCCN(CCCNC(=O)CN2C(=O)CSc3ccc(S(=O)(=O)N4CCOCC4)cc32)C1 (configuration not stated)	-0.6	-4.1	0.2	-0.1	102.0	-0.3	-4.6	-1.9	0.4	-2.6
CC(C)Cc1nnc(NC(=O)CCC(=O)N2CCCCC2)s1	-0.3	1.9	2.3	-3.4	95.0	0.1	1.7	-1.9	1.9	-1.3
Cn1c(=O)c2[nH]c(C3CCCC3)nc2n(C)c1=O	25.2	7.0	4.4	-0.5	94.0	0.1	7.4	-10.0	-2.5	-5.3
Cn1c(Cc2ccccc2)nnc1SCC(=O)NC1CC1	1.7	10.1	1.3	1.1	99.0	0.0	1.8	-2.8	7.1	-4.2
CC(C)CN(C(=O)/C=C/c1nc2ccccc2s1)C1CCS(=O)(=O)C1 (configuration not stated)	-1.2	2.3	-1.5	-3.7	100.0	0.3	1.9	-1.5	-2.7	-5.8
C[C@H]1CN([C@@H](C)CO)C(=O)CCCn2nncc2CO[C@H]1CN(C)C(=O)Nc1ccnc(N2CCOCC2)c1	-0.1	3.0	2.5	-1.4	99.0	-0.2	4.5	-3.1	1.9	-7.1
CC12C=CC(=O)C=C1CCC1C2C(O)CC2(C)C1CCC2(O)C(=O)CO (configuration not stated)	5.9	-3.4	0.7	-0.9	99.0	0.1	0.2	2.7	5.8	-4.8
CC(=O)c1ccc(S(=O)(=O)N2CCC(c3nnc(SCCN4CCCC4)n3C)CC2)cc1	-8.4	7.2	3.4	0.4	91.0	0.0	11.5	31.8	4.5	-2.4
Cc1cc(C(=O)NCc2ccc(F)cc2)n(-c2ccccc2)n1	-1.6	-7.2	-1.2	0.8	97.0	0.0	13.7	-2.0	1.8	-0.8
NC1=NC2CS(=O)(=O)CC2S1 (configuration not stated)	7.6	-4.6	2.1	1.6	101.0	0.3	6.7	6.2	1.8	-2.7
COc1cccc(C(C(=O)NC2CCCC2)N(C(=O)c2ccco2)c2ccc(C(C)=O)cc2)c1OC (configuration not stated)	0.0	1.5	0.2	0.6	98.0	0.0	11.0	-6.2	5.0	-3.4
COC(=O)c1c(NC(=O)c2c(Cl)cnn2C)sc(C)c1C	0.0	-15.2	-1.3	0.4	101.0	0.0	19.2	-1.2	-0.5	-5.3
CCOc1ccc(S(=O)(=O)NCCC(=O)NCC(c2ccccc2OC)N2CCCC2)cc1 (configuration not stated)	-2.6	6.6	1.9	0.2	107.0	-0.1	6.2	4.5	5.7	-10.6
NC(=O)CC(NC(=O)c1cccc(Br)c1)c1ccc(NCC2CC2)c([N+](=O)[O-])c1 (configuration not stated)	-1.0	1.8	-1.1	-1.5	97.0	-0.2	7.5	-4.0	-6.2	-12.2

Entries of single compounds, quoted from the list:
Cc1ccccc1C(=O)NC1CC2CCCC(C1)N2Cc1ccc(Cl)cc1 (configuration not stated) in the list: H9c2 protect: 2.8; PDI turbidity: -3.1; Glyco luc inh: -6.0; MC4R ag barr: -1.9; ABCB6 inh 2: 116.0; aDG glyco act: 0.0; MC4R antag cAMP: 1.1; Vif inh: 0.2; HTR2A ag: -3.8; CaV13 ICDI inh: -4.9
Cn1c(=O)c2[nH]c(C3CCCC3)nc2n(C)c1=O in the list: H9c2 protect: 25.2; PDI turbidity: 7.0; Glyco luc inh: 4.4; MC4R ag barr: -0.5; ABCB6 inh 2: 94.0; aDG glyco act: 0.1; MC4R antag cAMP: 7.4; Vif inh: -10.0; HTR2A ag: -2.5; CaV13 ICDI inh: -5.3

New compounds follow
SMILES	H9c2 protect	PDI turbidity	Glyco luc inh	MC4R ag barr	ABCB6 inh 2	aDG glyco act	MC4R antag cAMP	Vif inh	HTR2A ag	CaV13 ICDI inh
O=C(O)CC(NNC(=O)c1ccccc1)C(=O)Nc1ccc([N+](=O)[O-])cc1 (configuration not stated)	9.3	-0.2	0.8	0.2	105.0	-0.1	17.7	4.1	0.4	-2.4
Cc1ccc(C)c(S(=O)(=O)N2CCCOC2CNC(=O)C(=O)NCc2ccncc2)c1 (configuration not stated)	7.9	15.4	1.2	-2.5	102.0	-0.3	-2.4	32.8	5.9	-5.1
CC1CCN(S(=O)(=O)c2ccc3nc(-c4ccccn4)cc(C(=O)NCCN(C)Cc4ccccc4)c3c2)CC1	-8.7	-0.7	-9.3	-2.2	94.0	-0.8	10.0	-6.6	-3.4	-2.1
COc1ccc(C2CC(c3ccccc3)=NN2c2ccccc2)c(C(=O)O)c1OC (configuration not stated)	0.7	0.2	0.4	-2.1	101.0	-0.1	16.5	2.7	-2.7	-0.6
CC(C)C(=O)Nc1nnc(S(=O)(=O)N(C)c2ccc(Cl)cc2)s1	0.6	-2.0	4.3	-0.2	98.0	0.0	6.7	3.8	-0.7	-20.5
CC(=O)Nc1cccc(NC(=O)c2csc(C)c2)c1	-5.4	0.8	1.7	0.2	94.0	-0.2	2.2	-6.2	4.8	-12.6
CCN(CC)CCCN(C(=O)c1cccc(C)c1)c1nc(-c2ccc(OC)cc2)cs1	-2.7	4.6	-7.5	3.4	99.0	0.0	2.3	-9.2	-7.5	-20.0
Cc1ccc(S(=O)(=O)N2CCN(CCNC(=O)C(=O)Nc3ccc(F)cc3)CC2)cc1	-5.7	-13.0	0.8	13.8*	98.0	-0.1	24.1	5.7	0.5	-5.3
CCCNC(=O)c1oc2ccc3c(c2c1C)C=CC(C)(C)O3	-14.2	-0.7	0.2	1.3	97.0	0.2	-1.1	2.7	-8.9	-20.7
COc1ccc2c(c1OC)C(=O)N(c1ccc(C)c(C)c1)C2=O	-0.5	-23.1	0.9	-1.4	99.0	0.0	1.0	1.8	-6.7	-4.5
COc1ccc(/C=N/NC(=O)c2cccc([N+](=O)[O-])c2)cc1OS(=O)(=O)c1ccc(C)cc1	9.6	-5.8	6.4	-1.1	97.0	0.0	7.9	1.0	0.6	-7.7
CCOC(=O)C(C)CC(C)C(=O)N1CCOCCN(C(=O)C(C)CC(C)C(=O)OCC)CCOCC1 (configuration not stated)	-8.8	6.8	1.5	0.5	103.0	0.4	13.8	0.8	-0.1	-4.8
NS(=O)(=O)c1cc(Cl)c(Cl)c(S(N)(=O)=O)c1	-2.5	-1.1	0.5	0.2	106.0	0.0	3.3	0.8	4.5	-5.4
COc1cc(OC)cc(C(=O)N=c2sc3ccccc3n2C)c1	-6.5	-6.4	0.3	4.1	94.0	-0.4	-5.6	-11.3	-7.1	-3.6
O=C(Nc1nc2ccccc2s1)c1cc(-c2ccco2)nc2ccccc12	-7.5	0.0	-4.7	0.2	97.0	0.3	13.9	-17.9	2.1	-3.6
CC1(C)C(=O)Nc2ccccc2N1C(=O)COC(=O)c1cccs1	8.2	6.4	-1.8	0.0	99.0	0.0	1.1	22.2	6.0	-5.7
CSCCC(NC(=O)COc1ccccc1)C(=O)O (configuration not stated)	1.0	0.6	3.5	0.0	106.0	0.0	7.2	-7.2	4.5	4.5
CCC(Oc1ccccc1)C(=O)NCc1cccnc1 (configuration not stated)	0.8	10.9	0.5	-1.4	99.0	0.1	-0.9	0.7	-3.1	-4.4
CCc1nc2c(OCc3cccc(Cl)c3)cccn2c1N(C)C(=O)C(C)C	-6.6	8.4	-0.2	-2.2	97.0	0.3	-1.7	·	0.6	·
CCOc1ccc(CCNC(=O)CSC(=S)N2CCCC2)cc1OCC	-2.8	9.9	1.6	-2.4	98.0	0.2	4.0	-8.2	1.9	-5.4
O=C(c1c(O)cc(O)cc1O)C1c2c(cc(O)c3c2O[C@H](c2ccc(O)cc2)[C@@H](O)C3)OC1c1ccc(O)cc1 (some centres not stated)	-1.9	53.1*	0.9	-1.1	103.0	0.5	24.8	-0.8	5.6	-4.7
O=C1CN(C(=O)c2cc3ccccc3oc2=O)C(c2ccc(F)cc2)c2cc(Br)ccc2N1 (configuration not stated)	14.7	-25.9	-1.0	0.5	99.0	0.0	21.8	-6.5	1.8	-7.5
CC(C)c1ccc(N2C(=O)CC(Sc3nc4ccccc4o3)C2=O)cc1 (configuration not stated)	-9.3	-0.7	1.6	-0.6	92.0	-0.2	0.7	-3.9	-1.4	-4.2
Cc1ccc(C)c(SCC(=O)OCC(=O)Nc2ncc(C(F)(F)F)cc2Cl)c1	5.1	-6.8	1.1	6.7	103.0	0.4	9.4	-0.4	-3.7	3.4
Cc1ccc(S(=O)(=O)Cc2sc3ccccc3[n+]2C)cc1	-13.8	2.6	-0.8	-1.0	99.0	-0.1	-0.5	3.8	-4.5	-5.6
CC(=O)Nc1ccc(NC(=O)C(OC(=O)c2ccccc2)C(OC(=O)c2ccccc2)C(=O)O)cc1 (configuration not stated)	-3.1	-1.9	6.9	1.6	101.0	0.2	3.7	-3.1	7.0	-6.4

MC4R ag barr: hit marks shown above.
mol | PDI turbidity | Glyco luc inh | MC4R ag barr | ABCB6 inh 2 | aDG glyco act | MC4R antag cAMP | Vif inh | HTR2A ag | CaV13 ICDI inh
Cc1ccc(S(=O)(=O)N2CCN(CCNC(=O)C(=O)Nc3ccc(F)cc3)CC2)cc1 | -13.0 | 0.8 | 13.8* | 98.0 | -0.1 | 24.1 | 5.7 | 0.5 | -5.3

Assay outcomes deposited in PubChem BioAssay by several laboratories.
